Screens (PubChem)
OX1R FRET antag = antagonists of human orexin 1 receptor (OX1R) | O43613 | OX1R-expressing cells, FRET antagonist read-out | inhibition, % at 6.6 µM | 330,000 tested, 1.8% active | AID 485270; in the data active = inhibition mostly above about 38%, no sharp cut-off; inactive = mostly below about 40%;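 note: 0% = agonist challenge alone and 100% = reference antagonist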
Target sequence (O43613 whole entry, looked up): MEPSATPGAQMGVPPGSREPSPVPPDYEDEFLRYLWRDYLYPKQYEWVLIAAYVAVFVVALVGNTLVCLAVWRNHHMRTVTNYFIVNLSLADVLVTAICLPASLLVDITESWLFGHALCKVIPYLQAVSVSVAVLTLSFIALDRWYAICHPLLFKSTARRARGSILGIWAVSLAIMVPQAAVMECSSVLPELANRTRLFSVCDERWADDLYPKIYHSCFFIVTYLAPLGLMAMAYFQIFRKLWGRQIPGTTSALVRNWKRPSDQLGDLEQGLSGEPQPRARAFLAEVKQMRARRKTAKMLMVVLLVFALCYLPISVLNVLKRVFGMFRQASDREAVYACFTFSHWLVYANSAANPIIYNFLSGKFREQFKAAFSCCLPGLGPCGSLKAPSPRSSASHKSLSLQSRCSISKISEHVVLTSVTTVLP
STK33 inh = human STK33 kinase inhibition; purified STK33, MBP phosphorylation, ADP-Glo luminescence; inhibition, % at 10 µM; 320,000 tested, 0.073% active; AID 2661;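 active = inhibition at or above 25%, using the most active replicate where run in duplicate; inactive = inhibition below 25%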
Target sequence (Q9BYT3 whole entry, looked up): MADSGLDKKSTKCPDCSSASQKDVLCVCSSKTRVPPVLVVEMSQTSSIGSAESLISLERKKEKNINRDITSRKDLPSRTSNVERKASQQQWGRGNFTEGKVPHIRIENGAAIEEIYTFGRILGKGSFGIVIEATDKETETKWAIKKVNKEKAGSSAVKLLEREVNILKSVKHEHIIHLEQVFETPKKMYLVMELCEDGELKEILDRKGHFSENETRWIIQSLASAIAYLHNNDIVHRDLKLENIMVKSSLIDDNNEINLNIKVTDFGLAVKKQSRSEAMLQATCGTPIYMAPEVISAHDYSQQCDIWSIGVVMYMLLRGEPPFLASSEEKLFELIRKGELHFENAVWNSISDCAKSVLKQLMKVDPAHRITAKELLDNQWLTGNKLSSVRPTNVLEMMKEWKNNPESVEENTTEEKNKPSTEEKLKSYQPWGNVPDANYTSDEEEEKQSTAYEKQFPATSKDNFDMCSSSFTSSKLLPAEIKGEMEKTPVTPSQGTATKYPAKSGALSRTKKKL
KCNQ2 block = KCNQ2 channel blockers in CHO-K1 cells – cell-based, FluxOR thallium flux, B-score, primary screen (AID 2156); O88943; 310,000 tested, 1.1% active; 20 min; stronger effect = lower value; B-score at 10 µM;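 active = fluorescence ratio B-score at most minus 3 library SDs, with starting brightness B-score within 2 library SDs, cut at about -5.5 in these data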
Numbers without * were called inactive; i = inactive; x = not tested or not shown. Compounds as they come. About 2.7% of those tested had a hit in this group.

The opening 3 records as a preview:
SMILES	OX1R FRET antag	STK33 inh	KCNQ2 block
CCc1ccc(NC(=O)C2CCCN(S(=O)(=O)c3ccc4c(c3)CC(C)N4C(C)=O)C2)cc1 (stereo not given)	15	-0.2	i
CNC(C)C(=O)NC(C(=O)N1CCCC1C(=O)NNc1ccccc1)C(C)C (stereo not given)	1	0.6	x
COc1cc(OC)c(NS(=O)(=O)c2coc(C(N)=O)c2)cc1Cl	5	2.8	i

Main list, from the first entry:
SMILES	OX1R FRET antag	STK33 inh	KCNQ2 block
CCc1ccc(NC(=O)C2CCCN(S(=O)(=O)c3ccc4c(c3)CC(C)N4C(C)=O)C2)cc1 (stereo not given)	15	-0.2	i
CNC(C)C(=O)NC(C(=O)N1CCCC1C(=O)NNc1ccccc1)C(C)C (stereo not given)	1	0.6	x
COc1cc(OC)c(NS(=O)(=O)c2coc(C(N)=O)c2)cc1Cl	5	2.8	i
CN(C)CC(C)(C)CNS(=O)(=O)CC12CCC(CC1=O)C2(C)C (stereo not given)	19	-1.0	i
CCN(C(=O)COC(=O)CNC(=O)c1ccc(C)cc1)c1c(N)n(Cc2ccccc2)c(=O)[nH]c1=O	6	-2.6	x
Cc1csc(SCC(=O)NC(=O)NC(C)(C)C)n1	25	-0.8	i
O=C(NCc1ccco1)c1ccccc1Br	6	-0.2	i
Cc1c(Cl)cccc1NC(=O)COC(=O)Cc1ccsc1	6	0.0	x
CCOC(=O)c1ccc(NC(=O)NCc2c(C)nn(CC)c2C)cc1	12	-1.3	i
CCCc1cc(=O)oc2cc(C)cc(OCC(=O)NCC(O)c3ccccc3)c12 (stereo not given)	21	0.9	i
COc1cc(NC(=O)c2cccc(F)c2)ccc1NC(=O)c1cc2ccccc2o1	4	-3.2	i
Cc1ccc(NC(=O)c2ccc(S(=O)(=O)N3CCCC3)cc2)nc1	0	-0.5	i
CC(=O)c1ccc(-c2nnc(CCC(=O)N(C)Cc3c(C)nc4ccccn34)o2)s1	33	0.0	i
Cc1ccc(NC(=O)NC2C(NC(=O)Nc3ccc(C)cc3)N(C)C(=O)N2C)cc1 (stereo not given)	11	-2.5	i
CCCCOC(=O)n1c(=O)oc2cc(S(=O)(=O)N3CCCCC3)ccc21	-2	-3.6	i
CCOc1ccc2c(c1)C(c1ccc(C)cc1)=NNC(c1ccc(C)cc1)=N2	34	-0.9	i
NC(=S)N/N=C/c1c(O)ccc2ccccc12	17	5.2	i
O=C(N/N=C\c1ccco1)c1cncc(Br)c1	23	-0.6	i
O=C(CSc1nc2c(cnn2-c2cccc(Cl)c2)c(=O)[nH]1)NCC1CCCO1 (stereo not given)	2	-1.3	x
COc1ccc(S(=O)(=O)n2c(CCN3CCOCC3)nc3ccccc32)cc1	10	-0.3	i
Nc1nccc(-c2ccc(-n3cnc4ccccc43)cc2)n1	30	0.6	i
CC(=O)Nc1ccc(S(=O)(=O)N(C)CC(=O)NCCOc2ccccc2)cc1	7	-2.5	x
COc1ccc(OC)c(S(=O)(=O)Nc2cccc(-c3ccc4nncn4n3)c2)c1	12	-1.5	i
COc1cc2c(cc1OC)/C(=C/C(=O)N1CCOCC1)NC(C)(C)C2	23	-0.7	i
CCN(C(=O)CSc1nnc2c3ccccc3n(CC)c2n1)C1CCS(=O)(=O)C1 (stereo not given)	40	-1.9	i

One compound at a time (already shown). Order of values: OX1R FRET antag | STK33 inh | KCNQ2 block
`COc1cc(OC)c(NS(=O)(=O)c2coc(C(N)=O)c2)cc1Cl` reads 5 | 2.8 | i
`CCCc1cc(=O)oc2cc(C)cc(OCC(=O)NCC(O)c3ccccc3)c12` (stereo not given) reads 21 | 0.9 | i
`CCOc1ccc2c(c1)C(c1ccc(C)cc1)=NNC(c1ccc(C)cc1)=N2` reads 34 | -0.9 | i
`CCN(C(=O)COC(=O)CNC(=O)c1ccc(C)cc1)c1c(N)n(Cc2ccccc2)c(=O)[nH]c1=O` reads 6 | -2.6 | x

Remaining list, next part.
SMILES	OX1R FRET antag	STK33 inh	KCNQ2 block
O=C(CCCOc1ccc(Cl)cc1Cl)NCCc1ccccn1	-20	-3.5	i
COc1cc(/C=C/C(=O)OCC(=O)c2c(N)n(C)c(=O)n(C)c2=O)ccc1O	5	0.5	i
CC(C)(C)OC(=O)N1CCC(CNC(=O)c2ccccc2)CC1	6	-2.1	i
CN(C)S(=O)(=O)c1ccc(C(=O)NCc2cccs2)cc1	10	-1.1	i
CCc1nnc(NC(=O)CN2CCN(Cc3cccc(F)c3)CC2)s1	10	4.4	i
Cn1c(NNC(=O)C(c2ccccc2)c2ccccc2)cc(=O)n(C)c1=O	30	0.7	i
C/C(=N/NS(=O)(=O)c1ccc(C)cc1)c1c(O)c2ccccc2oc1=O	5	0.0	i
Cc1nc(SCC(=O)NCCc2ccccc2)c2c(=O)n(C)c(=O)n(C)c2n1	26	-0.4	i
CC(C)CC(NC(=O)C1CCCN1C(=O)[C@@H](C)NC(=O)OCc1ccccc1)C(=O)NCC(N)=O (stereo not given in full)	-6	0.6	i
CCOC(=O)Cn1c(-c2ccc(Cl)nc2)nc2ccccc21	16	-0.7	i
COc1ccccc1NS(=O)(=O)c1cccc(C(=O)NCc2ccco2)c1	13	0.1	i
COc1ccc(C2OCC3(CO2)SC(N)=NC3=O)cc1 (stereo not given)	27	0.2	i
COc1cc(OC)cc(C(=O)OCC(=O)N2CCCC2)c1	14	-1.6	i
COc1ccc(OC)c(NC(=S)N2CCN(C(=O)C3CCCO3)CC2)c1 (stereo not given)	x	-1.9	i
CCOC(=O)N1CCN(S(=O)(=O)c2ccc3c(c2)SC(C)C(=O)N3)CC1 (stereo not given)	24	3.1	i
COC(=O)C1=C(C(=O)OC)[C@@H]2N(C)c3ccc(OC)cc3[C@@]23C[C@@H](C(=O)OC)N(C(=O)COCc2ccccc2)C3=N1	13	-2.1	i
O=C(Cn1cc([N+](=O)[O-])ccc1=O)NCc1ccc(Cl)cc1Cl	19	0.0	i
NC(=O)c1c(NC(=O)C2CC=CCC2C(=O)O)sc2c1CCCCC2 (stereo not given)	17	2.1	i
CC(C)CC(NS(=O)(=O)OCC(Cl)(Cl)Cl)c1ccccc1 (stereo not given)	32	-2.1	i
O=C(Nc1ccccc1N(C(=O)c1ccco1)S(=O)(=O)c1cccs1)c1ccco1	29	0.3	i
Cc1nn(CC(=O)NCCCN2C(C)CCCC2C)c(=O)c2cc3occc3n12 (stereo not given)	15	-2.3	i
Cc1ccc(C(=O)C[n+]2cccc3cc(C)ccc32)cc1	85	-0.5	i
COc1ccc(/C=C/C(=O)NC(=S)Nc2ccccn2)cc1	10	-0.9	i
COc1cccc(C2NC(=O)CCC2[N+](=O)[O-])c1 (stereo not given)	0	-0.2	i
CCCNC(=O)C(Cc1ccccc1C)NC(=O)c1ccc(C(F)(F)F)cc1 (stereo not given)	3	-0.1	x

Some of the entries so far, as a markdown table:
| molecule | OX1R FRET antag | STK33 inh | KCNQ2 block |
| --- | --- | --- | --- |
| COC(=O)C1=C(C(=O)OC)[C@@H]2N(C)c3ccc(OC)cc3[C@@]23C[C@@H](C(=O)OC)N(C(=O)COCc2ccccc2)C3=N1 | 13 | -2.1 | i |
| O=C(CCCOc1ccc(Cl)cc1Cl)NCCc1ccccn1 | -20 | -3.5 | i |
| C/C(=N/NS(=O)(=O)c1ccc(C)cc1)c1c(O)c2ccccc2oc1=O | 5 | 0.0 | i |

The list continues:
SMILES	OX1R FRET antag	STK33 inh	KCNQ2 block
C[C@H]1CN([C@@H](C)CO)C(=O)c2cc(NC(=O)c3ccncc3)ccc2O[C@H]1CN(C)Cc1ccc(C(=O)O)cc1	4	-0.4	x
CC(C)CC(NS(=O)(=O)c1ccccc1)C(=O)O (stereo not given)	7	0.7	i
CN(Cc1ccccc1)C(=O)c1[nH]cnc1C(=O)NCC(=O)OC(C)(C)C	22	-1.3	i
CC(NC(=S)NC1CCC(C(C)(C)C)CC1)c1ccccc1 (stereo not given)	x	-0.5	i
NC[C@H]1O[C@H](O[C@H]2[C@H](O)[C@@H](O[C@H]3O[C@H](CO)[C@@H](O)[C@H](N)[C@H]3O)[C@H](N)C[C@@H]2N)[C@H](N)C[C@@H]1O	6	x	i
CCOC(=O)C1CN(S(C)(=O)=O)c2cc(CC(=O)OC)ccc2O1 (stereo not given)	17	-1.2	i
COCCNC(=O)C(c1ccc(C)o1)N(CC1CCCO1)C(=O)Cn1nnc2ccccc21 (stereo not given)	27	-0.7	i
COC(=O)c1ccc2nc(C)cc(Nc3ccccc3C)c2c1	12	-1.8	i
CCCOC1CCCN(C(=O)c2ccc(OC)c(OC3CCN(C(C)C)CC3)c2)C1 (stereo not given)	14	-1.1	i
CCCC1(C(=O)O)NC(c2ccc(OC)cc2O)C2C(=O)N(c3ccc(OC)cc3)C(=O)C21 (stereo not given)	22	-0.7	i
Cc1ccccc1OCC(=O)NNC(=O)c1ccc(-n2cncn2)c([N+](=O)[O-])c1	17	0.5	i
COc1ccc(Cl)cc1NC(=O)CN(C)C(=O)c1ccc2c(c1)CC(c1ccccc1)OC2=O (stereo not given)	-4	-1.1	x
Cc1ccc(OCC(=O)NCCc2c[nH]c3ccccc23)cc1	23	x	i
COC(=O)c1nc(NC(=O)c2ccc(Cl)cc2)n[nH]1	4	-0.8	i
Cc1csc(SCC(=O)Nc2cccc3nsnc23)n1	50	3.4	x
COc1ccc(S(=O)(=O)N2CCC(C(=O)NCc3cccnc3)CC2)cc1OC	10	-0.8	i
c1ccc(NC2=NCCN2CCC2CCCC2)cc1	7	-0.3	i
Cc1cc(OCC(=O)OCC(=O)NC2CCCCC2C)ccc1Cl (stereo not given)	4	-1.3	x
COc1ccc(N2CCN(C(=O)COC(=O)/C=C/c3ccc(C(F)(F)F)cc3)CC2)cc1	6	3.3	i
COC(=O)c1ccsc1NC(=O)c1ccc(Cl)s1	6	-1.5	i
c1ccc2c(CNc3ccc(CNc4ncn[nH]4)cc3)cccc2c1	14	0.9	i
Cc1ccc(N2CCN(Cc3ccccc3)CC2=O)c(C)c1	21	-2.0	i
CN(C(=O)c1c(Cl)nc2sccn12)C1CCCCC1	3	-2.9	i
CCOc1cc(Cl)c(NC(C)=O)cc1OCC	8	-0.1	i
CN(CCOc1ccccc1)C(=O)c1cc([N+](=O)[O-])cc([N+](=O)[O-])c1	38*	-0.4	i
Next structures follow.
SMILES	OX1R FRET antag	STK33 inh	KCNQ2 block
CCCCN(C(=O)c1c(CC)noc1C)c1c(N)n(CCC)c(=O)[nH]c1=O	15	-0.1	i
O=C(NC1CC2CCC1C2)c1ccco1 (stereo not given)	7	-1.0	i
CCCOc1ccccc1NC(=O)Nc1ccccc1Cl	10	0.8	i
O=C(CSc1nc2ccccc2c(=O)n1-c1ccc(F)cc1)NC1CC1	4	-0.8	x
O=C(O)c1ccccc1/C=N/NC(=O)C1CCCCC1	-2	1.2	i
Cc1ccccc1-c1nc2cc(N)ccc2o1	13	-1.7	i
CCOC(=O)c1ccc(NS(=O)(=O)c2c(C)[nH]c(C)c2C(=O)N2CCCCC2)cc1	8	-1.5	i
CCN(CC)CCCN1C(=O)C(O)=C(C(=O)c2cc3ccccc3o2)C1c1ccccn1 (stereo not given)	6	-0.2	x
Cc1cccc(/C=C/C(=O)c2ccc([N+](=O)[O-])o2)c1	12	-1.0	i
CC1CCC(NC(=O)c2ccc(NC(=O)c3ccc(=O)[nH]c3)cc2)CC1 (stereo not given)	2	-0.9	i
O=C(NCSc1ccncn1)c1ccccc1	6	-1.5	i
O=C(CCn1c(=O)sc2ccccc21)NC1CCCCC1	-5	0.4	i
Cc1cc(C)cc(OCC(O)Cn2nc(C)cc2C)c1 (stereo not given)	22	-2.2	i
O=C(CSc1nnc2c(Cl)cc(Cl)cn12)NC1CCS(=O)(=O)C1 (stereo not given)	30	-0.6	i
COc1ccc(CCNC(=O)c2cc(-c3cccs3)on2)cc1OC	17	-1.1	i
NC(=O)CCCn1c(C(=O)c2ccc(Cl)cc2)c2ccc(C(F)(F)F)cc2[n+]1[O-]	27	0.5	i
O=C(O)c1cc(-c2ccc3ccccc3c2)nc2ccc(F)cc12	13	-1.8	i
COC(=O)c1nn(-c2ccccc2)c(=O)cc1Sc1ccc(Cl)cc1	19	-0.4	i
CNC(=O)COc1ccc(S(=O)(=O)Nc2ccc(OC)cc2)cc1	12	0.2	i
S=c1[nH]nc(-c2cccnc2)n1-c1ccc2c(c1)OCCO2	8	0.0	i
Cc1[nH]c2c(ccc3ccccc32)c1C1C(CCN)C1(C)C (stereo not given)	11	-1.9	i
O=C(Nc1ccccc1)c1c(F)cccc1F	22	-1.4	i
Cc1nn(-c2cccc(C(=O)O)c2)c(C)c1[N+](=O)[O-]	34	-1.9	i
O=C(c1ccco1)N1CCN(C(=O)C2Cc3ccccc3CN2S(=O)(=O)c2ccc(F)cc2)CC1 (stereo not given)	1	-0.9	i
O=C(CN1C(=O)c2cccc3cccc1c23)N1CCc2ccccc2C1	18	0.8	i
(further entries)
SMILES	OX1R FRET antag	STK33 inh	KCNQ2 block
COc1ccccc1N(CC(=O)N/N=C/c1ccc(C(=O)O)cc1)S(=O)(=O)c1ccc(C)cc1	8	0.9	i
CCCCNS(=O)(=O)c1ccc(NC(=O)Cc2ccccc2[N+](=O)[O-])cc1	14	1.7	i
Cc1nc(C(=O)NCCO)cc2c1[nH]c1ccccc12	x	4.5	i
CCc1cccc(CC)c1NC(=O)c1ccccc1CCc1ccccc1	50	0.1	-6.1*
Cc1cc(C)nc(-n2nc(C)cc2NC(=O)COC(=O)CCC(=O)c2cccs2)n1	23	-0.3	i
O=C(COC(=O)c1cccnc1Nc1ccccc1F)NCc1ccc2c(c1)OCO2	27	-5.2	i
CCN(CC(=O)Nc1c(F)cccc1F)C(=O)/C=C/c1ccc(OCC#N)c(OC)c1	12	-0.3	i
O=C(COC(=O)c1ccc[nH]c1=O)Nc1ccc2c(c1)OC(F)(F)O2	9	-2.5	i
COc1ccc(-n2c(C)c(C)c3c(NCCO)ncnc32)cc1	x	-0.4	i
